HTR1E antagonist = 5-HT1E receptor antagonists, primary screen, cell-based, HTS; 5-hydroxytryptamine receptor 1E (Homo sapiens), P28566; CHO 5-HT1E Ga15 NFAT-bla reporter, FRET, antagonist; inhibition, % at 6 µM; hit rate 0.99% among 65,000; AID 571, 2007;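 active = inhibition above a set limit, the mean inhibition across every tested compound plus 3 SD, cut at about 29% in these data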;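 note: signal is the 460 over 535 nm emission ratio of beta-lactamase substrate; 0% = agonist plus DMSO wells and 100% = wells without agonist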
RORa activator = activators of orphan receptor RORA, primary screen, cell-based, luminescence | activation, % at 10 µM | CHO-K1 Gal4-RORA LBD luciferase reporter; percent increase over mock-subtracted basal signal | hit rate 1.5% among 65,000 | AID 560, 2006;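 active = activation above the mean of all tested compounds plus 3 SD, cut at about 49% in these data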;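 note: 0% = DMSO-treated RORA cells and 100% = added signal equal to DMSO minus mock-transfected cells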
Target sequence (P35398 whole entry, looked up, the tested form may be a part): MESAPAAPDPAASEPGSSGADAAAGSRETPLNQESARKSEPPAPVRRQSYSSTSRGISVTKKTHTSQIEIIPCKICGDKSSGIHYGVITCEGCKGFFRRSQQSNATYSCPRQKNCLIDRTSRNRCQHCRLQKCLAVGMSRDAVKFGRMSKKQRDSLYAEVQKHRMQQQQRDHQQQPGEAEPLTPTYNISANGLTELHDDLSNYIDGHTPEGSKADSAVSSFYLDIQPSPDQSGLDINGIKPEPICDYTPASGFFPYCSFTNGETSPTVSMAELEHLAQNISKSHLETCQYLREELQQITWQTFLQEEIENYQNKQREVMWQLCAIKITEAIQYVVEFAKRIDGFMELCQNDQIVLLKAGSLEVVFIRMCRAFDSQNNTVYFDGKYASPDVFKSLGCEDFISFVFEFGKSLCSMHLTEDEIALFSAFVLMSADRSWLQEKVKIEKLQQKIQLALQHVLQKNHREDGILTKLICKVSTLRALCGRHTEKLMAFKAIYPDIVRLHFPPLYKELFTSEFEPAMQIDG
tolC growth inh = growth inhibitors of E. coli tolC mutant, primary screen, strain BW25113 ΔtolC::kan, 384-well; OD615; growth inhibition, % at 10 µM (by protocol); hit rate 2.2% among 65,000; AID 573, 2007;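 active = growth inhibition at or above a cutoff equal to the mean over every tested compound plus 3 SD, cut at about 60% in these data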;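 note: growth measured after 20 h incubation at 37 °C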
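System: E. coli ΔtolC::kan strain BW25113; Buffer or medium: LB broth supplemented with 50 µg/mL kanamycin; Compound: 10 µM final, single dose; Incubation: bacterial growth with compound for 20 h at 37 °C; Signal: A615 absorbance measurement; Evaluation: growth inhibition in percent.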
NADH enzymes = inhibitors of PK/LDH coupling enzymes, profiling panel, artefact control, biochemical, MLSMR library; coupled PK/LDH NADH assays, four targets; IC50, µM (top dose mostly 10 µM), for the others: top-dose inhibition; hit rate 0.02% among 65,000; AID 774, 2007;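 active = single-dose screening hits from any of four coupled enzyme assays that gave an IC50 when retested across doses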;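 note: the DPM-DC format reads NADH fluorescence rather than 340 nm absorbance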
HTR1E agonist = 5-HT1E receptor agonists, primary screen, cell-based, HTS; 5-hydroxytryptamine receptor 1E (Homo sapiens), P28566; CHO 5-HT1E Ga15 NFAT-bla reporter, FRET; 0% DMSO wells, 100% control agonist wells; activation, % at 6 µM; hit rate 0.69% among 65,000; AID 574, 2007;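 active = activation above a set limit, the screen-wide mean activation plus 3 SD, cut at about 8.5% in these data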;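 note: 100% = positive control agonist at 1 µM giving full maximal response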
5-HT1A blocker = human 5-HT1a receptor antagonists, primary screen, cell-based, CHO, Ga15 NFAT-bla reporter; CHO 5-HT1a Ga15 NFAT-bla reporter, antagonist mode; 5-hydroxytryptamine receptor 1A (Homo sapiens), P08908; inhibition, % at 10 µM; hit rate 0.68% among 62,000; AID 612, 2007;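 active = inhibition above the mean of all tested compounds plus 3 SD, cut at about 43% in these data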;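 note: receptor stimulated by 5-CT agonist at 100 nM near EC80; beta-lactamase reporter measured by ratiometric fluorescence of a cleavable substrate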
5HT1a ag = human 5-HT1a receptor agonists, primary screen, cell-based, CHO, Ga15 NFAT-bla reporter. AID 567, 2006. hit rate 0.56% among 65,000. activation, % at 10 µM. CHO 5-HT1a Ga15 NFAT-bla reporter, FRET ratio; 0% basal, 100% maximal reference agonist. 5-hydroxytryptamine receptor 1A (Homo sapiens), P08908;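 active = activation above the screen-wide mean activation plus 3 SD, cut at about 19% in these data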;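 note: 0% = DMSO wells and 100% = 5-CT at EC100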
SF-1 act = activators of human SF-1, primary screen, cell-based, CHO-K1, Gal4-SF-1 LBD, luciferase luminescence; activation, % at 10 µM; hit rate 1.9% among 65,000; AID 522, 2006; Steroidogenic factor 1 (Homo sapiens), Q13285; CHO-K1 Gal4-SF-1 LBD luciferase reporter; % increase over DMSO SF-1-specific signal;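 active = activation above the mean activation of all tested compounds plus 3 SD, cut at about 50% in these data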
Target sequence (Q13285 whole entry, looked up, the tested form may be a part): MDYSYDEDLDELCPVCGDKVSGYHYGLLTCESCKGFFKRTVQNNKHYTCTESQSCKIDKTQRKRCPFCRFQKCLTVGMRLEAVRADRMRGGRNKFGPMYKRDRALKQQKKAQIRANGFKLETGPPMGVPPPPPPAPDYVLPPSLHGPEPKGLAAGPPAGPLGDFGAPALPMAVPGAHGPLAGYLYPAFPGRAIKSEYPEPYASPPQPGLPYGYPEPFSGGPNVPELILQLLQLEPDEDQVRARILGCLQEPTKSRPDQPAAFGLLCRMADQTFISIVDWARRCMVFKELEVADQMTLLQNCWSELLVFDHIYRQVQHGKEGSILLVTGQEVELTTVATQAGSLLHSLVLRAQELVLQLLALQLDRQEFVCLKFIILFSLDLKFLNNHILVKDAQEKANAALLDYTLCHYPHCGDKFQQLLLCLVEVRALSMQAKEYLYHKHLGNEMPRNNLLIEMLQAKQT
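Test system: transient Gal4-SF-1 LBD reporter, CHO-K1; Amount: 4,000 CHO-K1 cells per well; Doses: 10 µM only; Timing: compound exposure 20 h at 37 °C; Signal: luciferase light emission; Read-out basis: percent activation relative to DMSO median and mock-transfected background; Control set: DMSO negative control and −SF1 background wells; Replicates: one test per compound.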
MMP13 inh = human MMP13 inhibitors, primary screen, biochemical, FRET peptide cleavage | MMP-13 fTHP FRET cleavage, Mca fluorescence | hit rate 0.07% among 65,000 | inhibition, % at 4 µM;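 active = inhibition above the mean of compound-free control plate wells plus 3 SD, cut at about 14% in these data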;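 note: 0% = DMSO wells and 100% = wells with reference MMP-13 inhibitor after basal subtraction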
Starred values were filed as active, the others as inactive; nt = not tested or not shown; [ ] = remark or other dose.

SMILES	HTR1E antagonist	RORa activator	tolC growth inh	NADH enzymes	HTR1E agonist	5-HT1A blocker	5HT1a ag	SF-1 act	MMP13 inh
Cc1ccc(C)c(NS(=O)(=O)c2ccc(OCC(=O)NCc3ccco3)cc2)c1	2.1	-5.7	-7.5	6.0%	0.3	2.2	0.8	-5.1	-1.3
Cc1nc2oc(C(=O)c3ccc(Br)cc3)c(N)c2c2c1COC(C)(C)C2	7.1	-21.3	16.2	6.0%	0.1	nt	5.8	-8.5	-4.1
Cc1cccc2sc(NC(=O)CCNS(=O)(=O)c3cccc4nonc34)nc12	10.2	-0.7	31.6	2.0%	-1.1	-11.8	-2.1	-12.4	-0.6
COc1ccc(OC)c(NC(=O)C2CCCNC2=O)c1 (centres undefined)	-9.7	-6.6	-3.2	5.0%	-0.3	5.5	-0.2	1.6	3.5
COc1ccccc1CCNC(=O)c1ccoc1C	8.7	-21.6	-3.5	8.0%	-0.5	-5.6	-0.3	21.8	-2.6
Cc1ccc(CCNC(=O)C2CCC(=O)N2C(C)C)cc1 (centres undefined)	5.8	1.8	-12.8	4.0%	0.8	0.1	-2.9	-2.2	13.6
CCOC(=O)C1=C(N)n2c(s/c(=C\c3cccs3)c2=O)=C(C(=O)OCC)C1c1cccs1 (centres undefined)	11.8	29.2	-12.1	2.0%	0.5	15.2	-1.7	24.9	-7.8
CCCCNC(=O)c1c(N)n(/N=C/c2ccccn2)c2nc3ccccc3nc12	-11.6	-6.4	nt	nt	1.1	-7.1	-1.7	-1.8	-1.1
Cc1onc(-c2c(F)cccc2Cl)c1C(=O)Nc1nc2c(s1)CCCC2	-5.0	12.2	63.0*	3.0%	0.6	-4.6	2.2	-12.5	1.3
CCOC(=O)c1cc2c(=O)n3ccccc3nc2n(CC2CCCO2)c1=NC(C)=O (centres undefined)	5.3	-12.1	1.2	9.0%[fluoresces]	0.7	0.8	-1.5	8.5	0.5
O=C(CSc1nc(Nc2ccccc2)nc(N2CCOCC2)n1)N1CCCC1	4.4	5.0	14.8	4.0%	-0.1	4.0	1.4	1.7	-4.8
Cc1ccccc1Nc1cc2ccccc2c(=O)[nH]1	-3.6	-1.1	-3.2	13.0%[fluoresces]	-0.7	-2.7	-1.3	-14.0	-6.9
C(#Cc1ccccc1)Cn1nnc2ccccc21	-0.6	35.0	16.4	2.0%	-1.3	6.6	0.5	35.4	-7.1
O=C(c1cccs1)N1CCN(C2CCCCC2)CC1	-8.9	7.1	-14.9	7.0%	0.0	5.8	0.9	4.5	-1.5
O=S(=O)(Nc1ccc(C(F)(F)F)cc1)c1cnc[nH]1	-0.7	-10.0	-24.6	20.0%	-0.2	-15.8	-5.3	4.7	-4.8
Cc1ccc(-c2nn3c(C)nnc3c3ccccc23)cc1S(=O)(=O)N1CCN(CCO)CC1	-3.6	-1.6	8.0	1.0%	1.7	0.8	0.3	0.1	-7.2
O=C(COC(=O)c1ccco1)Nc1cccc(Br)c1	7.5	4.2	-7.0	6.0%	0.5	5.9	0.2	-3.9	2.1
CCCOc1ccc(-c2nnc(-c3ccco3)o2)cc1	-4.5	-45.8	15.2	7.0%	0.1	-6.8	-0.9	-64.2	-110.4[fluorescence artefact?]
CCN(CC)CCCOc1nc(C)nc2c1oc1ccccc12	1.9	-12.6	-12.8	5.0%	0.0	6.3	0.8	-5.3	-2.3
CCc1ccc(C2CC(c3ccccc3C)n3nc(N)nc3N2)cc1 (centres undefined)	-5.4	-16.0	19.6	7.0%	1.4	7.6	-4.7	-18.3	1.1
CCc1ccc(-c2cn(-c3nc(C)cc(C)n3)c(=N)o2)cc1	-9.7	3.2	10.1	6.0%	-0.2	17.8	-0.9	-17.0	-5.3
CCCn1c(NCc2ccc3c(c2)OCO3)nc2ccccc21	-3.5	12.4	0.8	2.0%	0.6	15.2	-1.0	7.1	4.2
Nc1nc(CSc2nnc(-c3cccc(F)c3)n2-c2ccccc2)nc(N2CCOCC2)n1	2.6	-22.6	-19.4	5.0%	-0.2	3.3	-1.9	3.7	0.8
O=C(O)CSc1nnc(-c2ccccc2O)n1Cc1ccccc1	9.7	-11.1	-14.8	4.0%	-0.2	16.0	-0.6	-12.5	-5.5
Cc1ccc(OCC(=O)Nc2cccc(O)c2)cc1C	8.4	1.6	9.8	5.0%	-1.0	-7.3	-2.0	10.8	4.8
Cn1c(COc2ccccc2)nnc1SCCN1CCOCC1	-7.3	6.5	nt	11.0%	0.6	-7.3	0.1	-18.5	8.2
O=C(CSc1ncn(-c2ccccc2)n1)Nc1ccc(Br)cn1	4.2	-14.6	52.8	8.0%	-0.6	12.0	0.4	-3.6	5.7
COC(=O)c1ccc(COC(=O)c2[nH]c(C)c(C(C)=O)c2C)o1	2.4	2.1	-2.6	5.0%	1.1	14.2	-0.9	-25.1	12.0
CCOC(=O)C(NC(=O)OC(C)C)(Nc1nccs1)C(F)(F)F (centres undefined)	9.1	27.9	-27.4	3.0%	0.5	-3.7	1.0	-4.1	-0.1
Cc1cccc(Nc2nc3c(c(=O)n(C)c(=O)n3C)n2CC(O)CO)c1 (centres undefined)	-5.2	-2.1	-15.2	7.0%	0.2	-3.4	-0.3	6.0	0.6
CC1(C)CC(CCC(=O)Nc2ccc(S(N)(=O)=O)cc2)C(=O)O1 (centres undefined)	8.6	-9.4	nt	7.0%	0.4	-0.7	-2.3	-11.3	-7.2
COCCCNC(=O)C1CCN(c2nc(C)cc(C)n2)CC1	8.6	-21.4	-23.2	8.0%	-1.6	2.8	-3.5	-3.8	-14.6
O=C(Nc1nc2c(Cl)cccc2s1)c1ccc(Br)o1	6.3	-1.3	-9.1	2.0%	-0.3	36.9	-1.8	22.6	-2.8
Fc1ccc(CSc2nncn2NCc2ccc3c(c2)OCO3)cc1	-2.0	14.2	14.6	2.0%	-0.5	3.7	-1.1	14.1	5.2
COCCCNC(=O)CN(c1cccc(Cl)c1)S(C)(=O)=O	-7.2	6.8	-6.3	1.0%	-0.5	-1.0	-1.2	-20.6	2.6
Cc1cc(OCCN2CCOCC2)nc2ccccc12	10.6	-9.7	2.0	1.0%	-0.3	nt	-1.1	-2.7	-8.1
Nn1c(SCc2nc3ccccc3[nH]2)nnc1-c1cccnc1	2.6	-0.1	-3.6	5.0%	0.1	13.3	-3.7	5.9	-1.7
CCCC(=O)Nc1cc(=O)[nH]c2ncnn12	0.2	-2.8	-4.5	5.0%	0.7	-13.5	-1.6	-6.8	0.6
COc1ccc(C(=O)NC2CCN(S(=O)(=O)Cc3ccccc3)CC2)c(OC)c1	7.2	0.4	-14.0	4.0%	-1.1	-6.6	-2.0	-9.6	0.9
Cc1ccc(-c2cc(-c3ccc(C)o3)nc(N)c2C#N)cc1	-8.2	-10.8	1.2	6.0%[fluoresces]	1.4	-3.9	7.0	-13.9	-58.8
CCOC(=O)c1ccc(CNC(=O)c2cc3cccc(OC)c3oc2=O)o1	-0.7	-7.8	-3.5	4.0%	-0.4	-13.0	0.4	-15.7	1.0
COc1ccccc1C(OC(=O)c1ccco1)C(=O)NC(C)(C)C (centres undefined)	7.9	-13.6	12.7	8.0%	0.3	-4.8	3.7	-7.6	0.4
CCOc1ccccc1NC(=O)Cn1c(C)cc(COC)c(C#N)c1=O	-2.4	6.3	-12.2	8.0%	0.3	-8.7	0.3	-5.5	-3.7
CN(C)c1cccc2c(S(=O)(=O)Nc3ccccn3)cccc12	0.0	11.9	-6.7	4.0%	-0.3	12.9	1.1	-12.2	-7.9
O=C1NC(NS(=O)(=O)c2ccccc2)(C(F)(F)F)C(=O)N1Cc1cccnc1 (centres undefined)	4.0	-31.6	-22.2	7.0%	-0.9	-7.9	-1.5	-10.4	3.1
Cc1ccc(C)c(N(CC(=O)NCCSCc2ccco2)S(C)(=O)=O)c1	-9.1	-0.7	-11.8	8.0%	0.8	-3.5	-0.5	1.1	1.4
Cc1cccc(Nc2ncc3c(n2)CC(c2ccco2)CC3=O)c1 (centres undefined)	-0.9	-15.1	-3.4	4.0%	-0.2	-15.5	-0.4	-7.0	6.5
CN(C(=O)c1cc2nc(-c3ccco3)cc(C(F)(F)F)n2n1)C1CCCCC1	15.9	-12.8	6.0	5.0%[fluoresces]	1.9	4.5	-0.7	8.1	-6.9
COc1ccccc1C(=O)Nc1cc(-c2nn3c(C)nnc3s2)ccc1C	7.1	-12.9	0.3	0.0%	1.0	-7.2	-2.3	-7.1	-1.9
COc1nc(NCC(C)C)nc(Oc2ccc(OCc3ccccc3)nn2)n1	5.1	4.5	9.7	6.0%	-0.3	11.5	-0.4	-2.3	-1.3
More entries follow.
SMILES	HTR1E antagonist	RORa activator	tolC growth inh	NADH enzymes	HTR1E agonist	5-HT1A blocker	5HT1a ag	SF-1 act	MMP13 inh
Cc1ccc2[nH]c(=O)c(CN(Cc3cccs3)Cc3nnnn3CC3CCCO3)cc2c1 (centres undefined)	-3.6	5.3	14.5	9.0%	0.7	-14.2	-1.7	-14.3	-1.4
O=C(O)CCCNS(=O)(=O)c1ccc(F)cc1	7.6	0.3	-8.9	6.0%	0.7	-9.9	0.8	-12.8	-0.3
O=c1c2oc3ccccc3c2ncn1Cc1ccccc1F	8.2	11.7	11.8	4.0%	-0.1	-1.8	-3.5	14.6	2.0
O=C(NCc1ccc2c(c1)OCO2)c1cc2n(n1)C(C(F)(F)F)CC(c1ccc3c(c1)OCO3)N2 (centres undefined)	-0.1	-18.2	1.6	4.0%	-0.2	2.1	-2.2	-11.6	-0.1
COC(=O)CSc1nnc2n(-c3ccc(OC)cc3)c(=O)c3c4c(sc3n12)CCCCC4	5.8	11.4	4.5	3.0%	-0.5	nt	2.2	9.9	0.9
CS(=O)(=O)N(CC(=O)NCCSc1ccc(Cl)cc1)c1ccc2c(c1)OCO2	3.0	-9.8	-6.7	4.0%	-0.4	-6.4	-1.0	-2.0	3.7
CCCN(S(=O)(=O)c1ccc(OCC)cc1)S(=O)(=O)c1cccs1	8.1	10.1	40.5	1.0%	-0.5	1.6	0.9	8.5	3.5
Cc1ccc(S(=O)(=O)N(C)CCCC(=O)NCc2ccc3c(c2)OCO3)cc1	-6.8	-11.5	2.6	6.0%	-0.1	-4.0	-2.5	-16.0	0.7
CC1CCC(NC(=O)C2CCN(c3cnccn3)CC2)CC1 (centres undefined)	-1.9	10.9	3.6	4.0%	-0.6	1.5	-1.1	1.3	3.1
CCCc1cc(Nc2c(C)n(C)n(-c3ccccc3)c2=O)n2c(nc3ccccc32)c1C#N	8.0	-28.9	8.6	3.0%	0.3	nt	3.7	-0.1	-6.1

Screening results deposited in PubChem by several laboratories.
